# Screens from PubChem BioAssay.
# Rac1 GTP hydrolysis = MgcRacGAP GTPase-activating activity inhibitors, confirmation, biochemical, ADP Hunter fluorescence. MgcRacGAP-stimulated Rac1 GTP hydrolysis, ADP Hunter fluorescence; higher % means a stronger effect; GST-tagged Rac1 F28L mutant substrate. one-dose inhibition, % at 30 µM; IC50 in µM for titrated hits. 340,000 tested, 0.6% active. AID 624330;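 active = first-screen hits whose inhibition reached a set limit at any dose in the follow-up dose series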;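 also: fluorescence reports GDP produced by GAP-driven GTP hydrolysis; strong numbers were not always called active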
# Starred values were filed as active, the others as inactive.
# Start of the data: the first 3 entries (preview)
SMILES,Rac1 GTP hydrolysis
CC(=O)N1CCN(S(=O)(=O)c2cccc(C(=O)OCc3ccc(F)cc3)c2)CC1,8.8%
COc1cc(C(=O)NNC(=O)COc2cccc(F)c2)ccc1OCC(=O)N1CCOCC1,4.8%
COc1ccc(-c2nnn(CCc3nn[nH]n3)n2)cc1,-4.7%

# This part in full (from the top)
SMILES,Rac1 GTP hydrolysis
CC(=O)N1CCN(S(=O)(=O)c2cccc(C(=O)OCc3ccc(F)cc3)c2)CC1,8.8%
COc1cc(C(=O)NNC(=O)COc2cccc(F)c2)ccc1OCC(=O)N1CCOCC1,4.8%
COc1ccc(-c2nnn(CCc3nn[nH]n3)n2)cc1,-4.7%
COC(=O)[C@]1(Cc2ccccc2)N[C@H](CN(C)C(=O)c2ccccc2)[C@@H]2C(=O)N(C)C(=O)[C@@H]21,5.9%
O=C(CC1CCCC1)N1CCN(S(=O)(=O)c2ccccc2)CC1,1.0%
COc1ccccc1NC(=O)C(C)OC(=O)Cc1ccsc1 (centres undefined),5.5%
O=[N+]([O-])c1ccc(NC(c2ccccc2)c2ccc3cccnc3c2O)cc1 (centres undefined),4.3%
COc1ccccc1CNC(=O)COC(=O)c1cc2ccccc2o1,-1.2%
O=C(CCS(=O)(=O)c1ccc(Cl)cc1)Nc1nccs1,4.4%
CCn1cc(/C=C(\NC(=O)c2ccccc2F)C(=O)N2CCN(C)CC2)c2ccccc21,19.0%
O=C(O)c1cccc(Sc2cc(Cl)ccc2C(=O)O)c1,7.7%
NC(C(=O)O)C1ON=C(Cl)C1O (centres undefined),1.7%
COc1ccccc1NS(=O)(=O)c1ccc(C(=O)N2CCN(c3ccccn3)CC2)cc1,-0.2%
CCN(C(=O)CSc1nc2ccc(Cl)cc2[nH]1)C1CCS(=O)(=O)C1 (centres undefined),-0.2%
CC(C)CN1CCN(CCCOC(=O)Nc2cccc3ccccc23)CC1C (centres undefined),10.6%
CC1CC(C)CN(S(=O)(=O)c2ccc(NC(=O)CN3CCCCCC3)cc2)C1 (centres undefined),-3.2%
COc1cc2nn(-c3ccccc3N)nc2cc1OC,3.4%
O=C(CNC(=O)c1ccc(Cl)cc1Cl)OC1CCCCC1=O (centres undefined),4.8%
O=S(=O)(c1ccc(Cl)nc1)N1CCC(Cc2ccccc2)CC1,1.0%
CCCCn1c(N)c(N(CCC(C)C)C(=O)COC(=O)c2cccnc2SC)c(=O)[nH]c1=O,10.9%
O=C(O)c1cc(O)ccc1O,0.6%
COc1ccc(CNC(=O)COC(=O)CCN2C(=O)C3CC=CCC3C2=O)cc1OC (centres undefined),2.6%
COc1ccc(OC)c(-c2nnc3n2N=C(c2ccc(OC(F)F)c(OCC4CC4)c2)CS3)c1,5.1%
O=C(Cc1ccccc1)c1ccc(O)cc1,1.4%
O=C(COC(=O)c1ccc(OC(F)F)cc1)NCc1cccs1,1.1%

# Following part:
SMILES,Rac1 GTP hydrolysis
CC1CCCN(C(=O)CNC(=O)c2sc3ccccc3c2Cl)C1 (centres undefined),2.5%
O=C(COC(=O)CCSc1ccc(F)cc1)NCc1ccc(F)cc1,-0.8%
CCN(C(=O)CSc1nc2ccc(O)cc2c(=O)n1-c1ccc(OC)c(OC)c1)C1CCS(=O)(=O)C1 (centres undefined),22.5%
Cc1ccc([C@H]2C[C@H](n3cc(C4CC4)nn3)[C@@H](O)CN2C(=O)C2CCCCC2)cc1,5.4%
COc1cc(OC)c(C(=O)OCC(=O)Nc2cccc(S(=O)(=O)NC3=NCCCCC3)c2)cc1OC,6.4%
CCN(C(=O)COC(=O)c1cccnc1SC)C1CCCCC1,5.0%
COc1ccc(C=C2SC(=S)NC2=O)cc1,-1.0%
O=C(COC(=O)CNC(=O)c1ccc(F)cc1)NC1CCCc2ccccc21 (centres undefined),1.2%
CN(CC(=O)Nc1ccc(F)cc1)C(=O)CN1C(=O)c2cccc([N+](=O)[O-])c2C1=O,2.8%
O=C(CCc1ccco1)CCc1ccco1,13.2%
C[C@H]1COC(=O)[C@H](CC(=O)OC(C)(C)C)C/C=C\C[C@@H](CC(=O)N[C@H](CO)Cc2ccccc2)C(=O)N1,7.7%
C[C@H]1CN([C@@H](C)CO)C(=O)c2cccc(NC(=O)Nc3ccc(F)cc3)c2O[C@@H]1CN(C)Cc1ccc(C(=O)O)cc1,3.0%
CCc1ccc(NC(=O)CSC2=C(C#N)C(c3ccc4c(c3)OCO4)CC(=O)N2)cc1 (centres undefined),1.6%
COC(=O)C1=C(C)NC(=S)NC1c1ccc(OCC(=O)N2CC(C)OC(C)C2)c(OC)c1 (centres undefined),3.3%
O=C(COC(=O)c1ccccc1O)NCc1ccco1,-1.6%
Cc1ccc(NC(=O)CC(NC(=O)c2ccccc2Cl)c2ccccc2)nc1 (centres undefined),3.4%
CC(C)NS(=O)(=O)c1ccc(NC(=O)C(C)OC(=O)C2CCC2)cc1 (centres undefined),3.0%
COc1cc2oc(=O)ccc2cc1[C@@H](O)[C@@H]1OC(C)(C)OC1(C)C,8.3%
Cc1ccccc1S(=O)(=O)N1C[C@H]2CON(C)[C@H]2C[C@H]1c1cccc(-c2ccccc2)c1,9.9%
O=C(NN=Cc1ccc(N2CCOCC2)s1)c1ccc([N+](=O)[O-])cc1,9.6%
CC(C)(C)NC(=O)CC1C[C@H](C(=O)N2CCOCC2)[C@@]2(C)c3[nH]c4ccccc4c3CCN2C1=O (some centres undefined),4.0%
COC(=O)c1ccc2[nH]c(C3(O)CCCCC3)c(C)c2c1,4.0%
O=C(OCC(=O)N1CCCCC1)c1ccc2c(c1)C(=O)N(Cc1ccco1)C2=O,3.0%
Nc1ccc(N2CCOCC2)c(S(=O)(=O)Nc2ccccc2Cl)c1,3.9%
CC(C)CC[C@@H](O)[C@](C)(O)C1CC[C@@]2(O)C3=CC(=O)[C@@H]4C[C@@H](O)[C@@H](O)C[C@]4(C)C3CC[C@]12C (some centres undefined),2.1%

# Entries listed so far that have a nitro group on carbon, in the order listed:
SMILES,Rac1 GTP hydrolysis
O=[N+]([O-])c1ccc(NC(c2ccccc2)c2ccc3cccnc3c2O)cc1 (centres undefined),4.3%
CN(CC(=O)Nc1ccc(F)cc1)C(=O)CN1C(=O)c2cccc([N+](=O)[O-])c2C1=O,2.8%
O=C(NN=Cc1ccc(N2CCOCC2)s1)c1ccc([N+](=O)[O-])cc1,9.6%

# Shown field by field: entries from further up
O=C(COC(=O)CNC(=O)c1ccc(F)cc1)NC1CCCc2ccccc21 (centres undefined)
  Rac1 GTP hydrolysis: 1.2%
COC(=O)C1=C(C)NC(=S)NC1c1ccc(OCC(=O)N2CC(C)OC(C)C2)c(OC)c1 (centres undefined)
  Rac1 GTP hydrolysis: 3.3%
O=C(NN=Cc1ccc(N2CCOCC2)s1)c1ccc([N+](=O)[O-])cc1
  Rac1 GTP hydrolysis: 9.6%

# (more compounds)
SMILES,Rac1 GTP hydrolysis
CCOc1ccc(/C(O)=C2\C(=O)C(=O)N(c3ccccn3)C2c2ccccc2F)c(C)c1 (centres undefined),17.5%
O=C(CCCSc1ccccc1)Nc1ccc(Cl)c(S(=O)(=O)N2CCOCC2)c1,5.1%
COc1ccc(S(=O)(=O)N(C)C[C@H]2Oc3c(NC(=O)c4ccncc4)cccc3C(=O)N([C@H](C)CO)C[C@@H]2C)cc1,4.7%
CCCCN(C(=O)CC1CCCCC1)c1c(N)n(CC(C)C)c(=O)[nH]c1=O,5.8%
COc1ccc(CN2c3c(Br)cccc3C(=O)CS2(=O)=O)cc1,8.0%
CN1C[C@@H]2[C@@H]3C(=O)N(C)C(=O)[C@@H]3[C@](C)(C1=O)N2C(=O)c1ccc(C(F)(F)F)cc1,6.6%
COc1ccc(Cl)cc1NC(=O)CN(C)CC(=O)Nc1c(C)n(C)n(-c2ccccc2)c1=O,0.8%
O=C(O)C1C(c2ccccc2)c2ccccc2C(O)C1CO (centres undefined),-5.7%
C[C@@H]1CN([C@H](C)CO)C(=O)c2c(c3ccccc3n2C)-c2ccccc2CO[C@H]1CN(C)C(=O)Cc1ccccc1,12.9%
O=S(=O)(c1ccc2c(c1)OCCO2)C1CCC(S(=O)(=O)c2c(F)cccc2F)CC1 (centres undefined),3.6%
CCOc1ccc(OCCC(=O)NNC(=O)c2ccncc2)cc1,5.1%
COc1ccc(CCN2CC(C(=O)NCc3cccc(F)c3)CCC2=O)cc1 (centres undefined),9.9%
O=C(Nc1ccc(F)cc1)c1ccccc1NC(=O)C1CCCCC1C(=O)O (centres undefined),8.1%
O=C(Cn1cnc2c(NC(=O)OCc3ccccc3)ncnc21)NCc1ccccn1,9.8%
Cc1nc(SCC(=O)c2cc(C)n(C3CC3)c2C)c2ccccc2n1,3.5%
O=C(Nc1ccccc1N1CCOCC1)c1ccc(Cl)c(S(=O)(=O)N2CCCC2)c1,1.4%
CCOC(=O)c1cc(-c2ccccc2)nn1CC1CC(c2ccc(OC)cc2)=NO1 (centres undefined),4.9%
CC1=C(C(=O)N2CCOCC2)CC(CC(=O)NCCc2ccccn2)C(=O)N1Cc1ccc(F)cc1 (centres undefined),13.3%
COc1cccc(CNC(=O)c2ccc(NS(=O)(=O)c3ccc4[nH]c(=O)[nH]c4c3)cc2)c1,3.3%
CC(OC(=O)CCNS(=O)(=O)c1ccc(Cl)cc1)C(=O)N(C)Cc1ccccc1 (centres undefined),9.1%
C[C@H](CO)N1C[C@H](C)[C@@H](CN(C)C(=O)NC2CCCCC2)Oc2c(NC(=O)C3CCCCC3)cccc2C1=O,2.0%
CN(C)S(=O)(=O)c1ccc(Cl)c(NC(=O)C2CCN(S(=O)(=O)c3cccs3)CC2)c1,9.1%
O=C(Nc1ccc([N+](=O)[O-])cc1Cl)c1cccc([N+](=O)[O-])c1,9.1%
COc1cc(OC)c(OC)cc1CNC(=O)c1ccc(S(=O)(=O)N2CCCCC2)cc1,2.1%
CCCn1c(N)c(C(=O)CSc2nnc(C3CC3)n2C2CC2)c(=O)[nH]c1=O,4.1%

# More structures:
SMILES,Rac1 GTP hydrolysis
COc1ccccc1CCC(=O)Nc1ccc(OC)c(S(=O)(=O)N2CCOCC2)c1,4.3%
Cc1ccccc1N=C1C(=O)Nc2ccccc21,1.4%
Cc1cccc(C)c1NC(=O)CNC(=O)c1ccc(N2CCCC2=O)cc1,7.5%
OC1COCOC1C(O)C1OCOCC1O (centres undefined),1.9%
COc1cc2cc(c1Cl)N(C)C(=O)CC(OC(=O)C(C)N(C)C(C)=O)C1(C)OC1C(C)C1CC(O)(NC(=O)O1)C(OC)C=CC=C(C)C2 (centres undefined),3.8%
COc1cccc(/C=C/C(=O)N2CCN(S(=O)(=O)c3ccccc3)CC2)c1,3.2%
COc1cc(C2CC(=O)Oc3ccc(C(C)(C)C)cc32)cc(OC)c1OC (centres undefined),3.3%
CC(C)(C)Cc1c(-c2ccc(C#N)cc2)nc2ccc(Cl)cn12,21.1%
CC(C)C[C@@H]1CN=C(N)N1C[C@@H]1CCCN1C[C@H](C)N1C[C@@H](Cc2ccccc2)N(CCc2ccc(Cl)c(Cl)c2)C1=N,15.7%
Cc1noc(C)c1NC(=O)Nc1ccc2c(c1)C(=O)N([C@H](C)CO)C[C@H](C)[C@@H](CN(C)S(C)(=O)=O)O2,2.6%
C[C@@H]1CN([C@@H](C)CO)C(=O)c2cccc(NC(=O)Nc3ccccc3)c2O[C@H]1CN(C)C(=O)Nc1cccc2ccccc12,-11.6%
O=c1cc(-c2ccccc2)oc2cccc(O)c12,0.5%
CC(=O)NC12CC3CC(C1)CC(C(=O)N1CCN(S(=O)(=O)c4cccs4)CC1)(C3)C2,3.1%
Cc1cc(C)c(C)c(S(=O)(=O)N2CCN(C(=O)c3cc(S(=O)(=O)N4CCOCC4)ccc3F)CC2)c1C,1.6%
COc1ccc(S(=O)(=O)N2CCOCC2)cc1NC(=O)c1ccc2c(c1)OCO2,4.8%
Cc1cc(C(=O)COC(=O)c2n[nH]c(=O)c3ccccc23)c(C)n1C,4.9%
O=C(CSc1ccccc1)Nc1cccc(S(=O)(=O)N2CCOCC2)c1,6.3%
Cc1ccc(OCC(=O)N2CCN(S(=O)(=O)c3ccc4c(c3)OCCO4)CC2)c(C)c1,5.2%
CC[C@H](C)[C@H]1CNC(=O)C(=O)N1CC1CCN(CCCc2ccc(OC)c(OC)c2)CC1,12.4%
COc1ccc([C@H]2CC(=O)C=C(c3cccc(C(F)(F)F)c3)C2)cc1,1.4%
N#Cc1c(NC(=O)CSc2ncccn2)oc(-c2ccccc2)c1-c1ccccc1,8.7%
Cc1ccc(C(=O)OCC(=O)NC2CCCCCC2)c(C)c1,2.6%
C=C(c1ccc2nc(NC(=O)OC)[nH]c2c1)c1cccs1,5.3%
C[C@H](CO)N1C[C@H](C)[C@@H](CN(C)CC2CCCCC2)Oc2ccc(NC(=O)Cn3cnnn3)cc2C1=O,-5.8%
C[C@@H]1[C@H](O)C[C@@]23COC(=O)C2=CCC[C@@H]3[C@@]1(C)CC/C(=C/CO)CO,0.8%

# Next section.
SMILES,Rac1 GTP hydrolysis
CCc1cccc(C)c1NC(=O)C1CC(=O)N(C2CCCC2)C1 (centres undefined),4.6%
Cc1sc2nc(CSCC(=O)Nc3ccc(C(F)(F)F)cc3)[nH]c(=O)c2c1C,6.0%
O=C(COC(=O)C1CCC(=O)N1)Nc1ccccc1OC(F)F (centres undefined),6.8%
O=S(=O)(O)c1cc(O)c2cc(Nc3ccccc3)ccc2c1,37.9µM*
Cc1ccc(NS(=O)(=O)N2CCCCC2)cc1,-3.0%
Cc1ccccc1C(=O)N1CCC(C(=O)Nc2ccc(S(=O)(=O)N3C(C)CCCC3C)cc2)CC1 (centres undefined),1.2%
O=C(CSc1nnc(C2CC2)n1Cc1ccccc1)N1CCNC1=O,-4.7%
Nc1cc(Nc2ccccc2)ccn1,10.9%
Cc1ccccc1OCC(=O)OCC(=O)NC1CCCC1,4.8%
NC(=O)NC(Cc1ccccc1)C(=O)N1CCN(S(=O)(=O)c2ccc(Cl)cc2)CC1 (centres undefined),1.5%
O=[N+]([O-])c1ccc2c(c1)-c1ccccc1C2O (centres undefined),25.6%

# Not all compounds are listed; the hit share may differ from the screen's.
